Bioassay records from PubChem BioAssay.
UbGFP stabilizer – proteasome inhibitors stabilizing ubiquitin-GFP reporter. 67,000 tested, under 10 active. AID 526. Potency, µM (titrated, usually from 45.9 µM), inactives show at the top dose activation (GFP accumulation), hits mostly activators. Ubiquitin-GFP reporter cells, proteasome inhibition, GFP fluorescence; response scale: untreated = 0%, 10 µM MG-132 = 100%; active means well fitted activation curve with a large enough effect, not every such curve was filed as active; inconclusive means small, poorly fitted or top-dose-only effect, or another doubt; inactive means no such curve, though single readings can be large or run the other way; further: potency means the concentration at half of the fitted maximal effect
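U2OS cells expressing ubiquitin(G76V)-GFP, seeded overnight in 0.5% FBS medium, then treated 4 hr at 37 C across 46 uM to 2.9 nM. GFP-positive cells counted by laser cytometry (488 ex/515 em); %activity scaled between basal and 10 uM MG-132.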
Hsp90 Hop PPI – changes Hsp90-Hop TPR2A binding signal, up or down. AlphaScreen TPR2A-His6 binding biotin-Hsp90 C-terminal peptide. Potency, µM (series often up to 57 µM), for the others: at the highest dose activity change, negative = inhibition. hit rate 0.44% among 71,000. AID 595; active means well fitted curve in either direction with a large enough effect; inconclusive means small, poorly fitted or top-dose-only effect, or another doubt; further: potency means the concentration at half of the fitted maximal effect; on the % scale 0 is the no-effect control and ±100 the full control effect; many of its hits are not listed in these tables
BRCT inh red – disrupts BRCA1 BRCT binding to phosphoprotein, red fluorophore readout | P38398 | BRCT-phosphopeptide binding, red fluorescence polarization | Potency, µM (series often up to 76.9 µM), for the others: top-dose activity change, negative = inhibition, actives largely listed as inhibitors | hit rate 0.03% among 75,000; further: on the % scale 0 is the no-effect control and ±100 the full control effect
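Fluorescence polarization: 100 nM His-tagged BRCA1 BRCT with 100 nM TAMRA-labelled phospho-BACH1 decapeptide, phosphate buffer pH 7.3 with 150 mM NaCl, DTT, 0.01% Tween 20; 12 min RT. Binding inhibition seen as FP decrease.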
BRCT PPI green – inhibitors of human BRCA1 BRCT-phosphoprotein interaction (green fluorophore); P38398; BRCA1 BRCT-phosphopeptide binding, green fluorescence polarization; Potency, µM (titrated, usually from 76.9 µM), without a hit: at the top dose activity change, negative = inhibition, usual class: inhibitors; hit rate 0.05% among 75,000;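 further: potency means the concentration at half of the fitted maximal effect; plate controls were peptide without protein for full effect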
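Compounds were incubated for 12 min at room temperature with a complex of 100 nM fluorescein-tagged pBACH1 decapeptide and 250 nM His-tagged BRCT protein. Buffer was phosphate pH 7.3 with EDTA, DTT and Tween 20. Disruption of binding lowers the polarization signal.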
CRE-bla Fsk – modulators of forskolin-stimulated CRE signaling in CHO cells; hit rate 2.5% among 71,000; CHO CRE-bla reporter (cAMP response element driving beta-lactamase), forskolin EC10, beta-lactamase ratio; Potency, µM (doses to about 38.2 µM), without a hit: at the top dose activity change, negative = inhibition, most hits filed as activators; active means well fitted activation curve with a large enough effect in the signal ratio, with a control signal flat, not every such curve was filed as active; inconclusive means small, poorly fitted or top-dose-only effect, or effect the other way, or a change in a side signal; the % refers to the signal ratio; further: potency means the concentration at half of the fitted maximal effect; % of control where 0% means no effect
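CHO CRE-bla cells, overnight plating in Opti-MEM with 0.5% dialyzed FBS; cpd titration + EC10 NKH 477, 3 h 37 °C; CCF4 2 h RT; ex 405/em 460 vs 530 ratio → %Activity, AC50.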
USP2a inhib – blocks human ubiquitin-specific protease USP2a; O75604; USP2a enzymatic assay, qHTS inhibition; Potency, µM (highest dose often 38.3 µM), for the others: top-dose activity change, negative = inhibition, most hits filed as inhibitors; hit rate 0.1% among 60,000; AID 927;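 further: potency means the concentration at half of the fitted maximal effect; nearly all actives have a fitted effect of over 60% in size; plate controls were DMSO for no effect and NEM full inhibition control for full effect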
Target sequence (O75604 whole entry, looked up): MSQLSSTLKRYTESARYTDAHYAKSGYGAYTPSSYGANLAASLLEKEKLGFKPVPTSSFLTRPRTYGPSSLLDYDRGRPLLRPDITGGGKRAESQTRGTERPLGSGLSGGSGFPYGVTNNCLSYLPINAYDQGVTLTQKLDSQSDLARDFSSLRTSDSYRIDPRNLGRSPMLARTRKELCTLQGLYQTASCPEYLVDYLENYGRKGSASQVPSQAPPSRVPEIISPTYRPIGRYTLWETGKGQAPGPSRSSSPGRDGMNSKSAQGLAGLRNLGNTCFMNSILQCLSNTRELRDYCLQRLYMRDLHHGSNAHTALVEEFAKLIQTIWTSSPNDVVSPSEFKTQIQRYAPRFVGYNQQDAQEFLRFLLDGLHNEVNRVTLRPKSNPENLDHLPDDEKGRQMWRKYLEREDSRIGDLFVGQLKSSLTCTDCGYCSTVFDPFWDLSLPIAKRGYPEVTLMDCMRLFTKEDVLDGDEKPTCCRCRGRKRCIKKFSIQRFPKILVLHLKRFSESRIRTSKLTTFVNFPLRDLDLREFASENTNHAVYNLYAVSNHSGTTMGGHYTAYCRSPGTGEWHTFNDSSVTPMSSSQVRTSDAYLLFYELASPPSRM
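Coupled readout: USP2-cleaved Ub-PLA2 (20nM final) turns over NBD C6-HPC (20uM final), Ex 460nm/Em 535nm after 2.5 h, time-zero read flagging artifacts. Enzyme (20nM final, pH 8.0 Tris) given 30 min RT with compound first; NEM defines full inhibition.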
15-hLO inh – inhibitors of human 15-lipoxygenase (ALOX15) | AID 887 | purified 15hLO-1, xylenol orange hydroperoxide absorbance | hit rate 1.4% among 74,000 | Potency, µM (highest dose often 57.1 µM), for inactives: at the top dose activity change, negative = inhibition, actives largely listed as inhibitors; further: potency means the concentration at half of the fitted maximal effect; on the % scale 0 is the no-effect control and ±100 the full control effect; nearly all actives have a fitted effect of over 55% in size
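40 nM 15hLO-1 + cpd, 15 min RT; start w/ 50 uM AA (final), 6 min RT; stop/detect w/ 200 uM XO + 300 uM Fe(II) in 50 mM H2SO4, 30 min; A573/A405. Buffer 25 mM Hepes pH 7.5, 0.01% Triton X-100. No-enzyme wells as negative control.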
HBB splicing – alters splicing of the hemoglobin beta chain. Potency, µM (highest dose often 46.1 µM), for inactives: top-dose activation, usual class: activators. AID 925. HBB splicing reporter cell assay, activation; EGFP reporter with mutant IVS2-654 intron; response scale: normalised to 500 nM splice-correcting PNA. hit rate 0.06% among 65,000; further: potency means the concentration at half of the fitted maximal effect; 0% is about no effect
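HeLa cells stably expressing EGFP interrupted by mutant beta-globin intron 2 (IVS2-654), 500/well in 2% FCS. Treated with compound for 2 days at 37C. Splicing correction scored as total well GFP intensity (488 nm excitation, 500-520 nm emission); 500 nM antisense PNA served as control.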
GFP derepression – epigenetic modulators derepressing GFP locus in mouse cells; Potency, µM (titrated, usually from 46.1 µM), for the others: top-dose GFP derepression (activation); hit rate 0.09% among 68,000; mouse C127i GFP locus derepression, cytometry, 30 h; further: % of control where 0% means no effect
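Murine C127i mammary cells carrying a silenced, stably integrated CMV-driven GFP reporter were treated with compound for 30 hours at 37 C. After PBS washes, GFP-positive cells were counted by laser-scanning microplate cytometry.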
HADH2 inh – inhibitors of human HADH2 dehydrogenase. recombinant HADH2, NADH fluorescence, beta-hydroxybutyryl-CoA. Potency, µM (doses to about 57.1 µM), inactives show at the top dose activity change, negative = inhibition, usual class: inhibitors. hit rate 3.4% among 73,000. Q99714; further: potency means the concentration at half of the fitted maximal effect; on the % scale 0 is the no-effect control and ±100 the full control effect; nearly all actives have a fitted effect of over 60% in size; many of its hits are not listed in these tables
Target sequence (Q99714 whole entry, looked up, one chain of several): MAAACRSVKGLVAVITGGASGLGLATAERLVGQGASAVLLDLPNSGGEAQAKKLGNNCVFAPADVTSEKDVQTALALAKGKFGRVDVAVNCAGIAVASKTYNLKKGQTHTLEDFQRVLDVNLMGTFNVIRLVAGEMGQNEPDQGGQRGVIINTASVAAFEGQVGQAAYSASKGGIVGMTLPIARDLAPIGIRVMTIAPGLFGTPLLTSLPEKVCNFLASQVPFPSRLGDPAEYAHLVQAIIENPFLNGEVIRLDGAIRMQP
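E. coli-expressed His-tagged HADH2 tested at 20 nM in alkaline Tris buffer (pH 9.0); oxidation of 90 uM beta-hydroxybutyryl-CoA with 1 mM NAD+ tracked fluorimetrically for 4 min.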
Pol III holo inh – blocks replication by bacterial DNA polymerase III holoenzyme | reconstituted DNA polymerase III holoenzyme replication, biochemical | Potency, µM (series often up to 57.1 µM), for the others: at the highest dose activity change, negative = inhibition | hit rate 0.25% among 71,000 | AID 603; further: potency means the concentration at half of the fitted maximal effect; on the % scale 0 is the no-effect control and ±100 the full control effect
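Reconstituted *E. coli* holoenzyme (0.35 nM Pol III, 1 nM beta, 154 nM SSB, 2 nM primase) was preincubated with compound for 15 min at RT. Synthesis on 1.4 nM ssM13Gori ran 35 min, then was stopped with PicoGreen/EDTA and read as dsDNA fluorescence.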
Numbers without * were called inactive; ? = inconclusive; . = no result given; [ ] = another dose, or the depositor's remark. Unless noted, the call rests on the fitted dose curve; in most records, active means well fitted curve in the direction sought with a large enough effect; inconclusive means small, poorly fitted or top-dose-only effect, or another doubt; inactive means no such curve, though single readings can be large; an effect the other way counts as inactive or inconclusive. This is a subset (hit frequency here may not be typical).

Structure	UbGFP stabilizer	Hsp90 Hop PPI	BRCT inh red	BRCT PPI green	CRE-bla Fsk	USP2a inhib	15-hLO inh	HBB splicing	GFP derepression	HADH2 inh	Pol III holo inh
NNC(=O)[C@@H](O)[C@H](O)C(=O)NN	-3%[9.17 µM]	-4%[11 µM]	0.8%[15.4 µM]	-0.1%[15.4 µM]	14%[7.6 µM]	.	11%[11.4 µM]	-0.2%[9.22 µM]	0%[9.22 µM]	6%[11.4 µM]	-10%[11.4 µM]
CCOC(=O)N1CCN(C(=O)CN(Cc2ccccc2)S(=O)(=O)c2ccc(OC)c(C)c2)CC1	-8%	9%	-0.8%	1.5%	-13%	18%	0%	-0.4%	-2%	13%	-4%
Clc1ccc2nc(N3CCCCC3)sc2c1	2%	5%	-0.1%	-1.0%	13%	-7%	-15%	-2.0%[57.5 µM]	7%	-1%	5%
O=C(NCc1ccco1)c1ccc(COCC(F)(F)C(F)F)cc1	1%	-1%	0.4%	-2.3%	-4%	9%	2%	0.6%	-5%	-2%	0%
CC(C)NC(=O)C1CCN(Cc2cnn(-c3ccccc3)c2-n2cccc2)CC1	18%	0%	-1.1%	-0.2%	25%	15%	8%	3.7%	-1%	2%	1%
C[C@@H](C(=O)Nc1ccc2ccccc2c1)[C@@H]1C[C@@]1(C)[C@@H](N)c1ccccc1	.	-11%	-0.8%	-0.8%	-24%	.	.	1.1%	.	9%	3%
CCN1C(=O)[C@H]2[C@H]3[C@H](O)[C@H](O)C/C(=N/OCC[C@H]4C=C[C@H](OC(C)=O)[C@@H](COC(C)=O)O4)[C@@H]3CC[C@@H]2C1=O	.	.	2.3%[15.4 µM]	0.5%[15.4 µM]	.	.	5%[11.4 µM]	1.4%[9.22 µM]	.	0%[11.4 µM]	.
Cc1cnn(C(=S)NCCc2ccccc2)c1	-7%	7%	-1.2%	-0.5%	-11%	-6%	3%	5.1%	2%	-8%	-2%
COc1ccc(NC(=O)C2CCN(C(=O)NC3CCCCC3)CC2)c(OC)c1	-6%	-1%	-1.7%	-2.3%	-2%	18%	-9%	.	-2%	8%	-6%
NC(=O)c1sc2nc3c(c(-c4ccco4)c2c1N)CCC3	9%	-6%	-2.0%	-0.2%	-12%	?	-23%	-1.8%	3%	?	-4%
CCCC(=O)OCCNC(=O)c1cc2ccccc2oc1=O	5%[9.17 µM]	2%[11 µM]	-0.4%	-3.4%	?	7%[7.66 µM]	-1%[11.4 µM]	2.7%[0.0738 µM]	2%	?	1%[11.4 µM]
Cc1c(Cl)cccc1NC(=O)CSc1nnc(CCNC(=O)OC(C)(C)C)o1	12%	?	-0.1%	-0.3%	?	11%	-18%	3.5%[1.84 µM]	0%	25%	-5%
CN1CCc2cc(Cl)c(O)cc2[C@@H](c2ccccc2)C1	0%	-6%	1.1%	1.1%	?	.	?	.	-1%	?	-7%
CCOC(=O)C1CCN(C(C(=O)Nc2ccc3c(c2)OCCO3)c2ccccc2)CC1 (configuration not stated)	-6%	-5%	0.2%	2.0%	-5%	6%	-5%	-0.6%	7%	3%	-5%
O=C(c1cc(C(F)(F)F)cc(C(F)(F)F)c1)N1CCC2(CCN(Cc3ccncc3)CC2)CC1	2%	-10%	-2.0%	-1.8%	4%	105%[activator]	-1%	2.2%	0%[9.22 µM]	12%	-10%
Cc1cc(NC(=O)COc2ncnc3sc(C)c(C)c23)no1	-4%	0%	0.6%	-2.7%	16%	4%	-5%	1.4%[1.84 µM]	-2%	10%	-4%
CC1(C)CC(=O)C=C(Nc2ccc(F)cc2)C1	-2%	7%	-0.1%	-0.6%	1%	0%	19%	.	0%	-1%	0%
COc1cc(C(=O)N(CCc2ccccc2)C2CC3CCC(C2)N3C)cc(OC)c1OC (configuration not stated)	-3%	0%	-0.5%	-2.0%	-7%	-3%	-7%	-0.8%	-1%	14%	-6%
CCc1c(O)nc(SCC(=O)Nc2ccc(C)cc2)n(C2CCCCC2)c1=O	-3%	-5%	0.0%	0.0%	-8%	15%	-11%	-2.7%[0.369 µM]	-2%	-9%	6%
COc1ccc2[nH]cc(CCNc3cc(-c4ccoc4)ncn3)c2c1	4%	-25%	-0.4%	0.0%	?	23%	-16%	1.0%	-3%[9.22 µM]	?	1%
O=C(Nc1c(F)c(F)c(F)c(F)c1F)NC1CCCCC1	9%	3%	-1.4%	0.8%	-1%	1%	1%	0.0%	-3%	10%	-5%
O=C(CN1C(=O)NC2(CCCCC2)C1=O)NCCC1=CCCCC1	-4%	-1%	0.0%	0.3%	4%	1%	-6%	0.4%[57.5 µM]	-2%	1%	-6%
COc1cc(NC(=O)c2cccs2)c(OC)cc1NC(=O)c1ccco1	2%	-1%	-0.6%	-2.0%	25%	14%	1%	.	-1%	-22%	-1%
CCOC(=O)c1ccccc1NC(=O)CC(C)CC(=O)O (configuration not stated)	3%	-2%	-0.9%	-1.5%	-1%	2%	2%	0.4%	0%	10%	0%
O=C(O)CCn1nnc(-c2cccs2)n1	0%	-3%	-0.5%	-4.7%	-2%	-6%	9%	.	1%	-5%	2%
CC1(C)CC(CCNC(=O)c2ccc(-n3cnnn3)cc2)CC(C)(C)N1	1%	-5%	0.6%	-2.8%	?	7%	5%	-1.3%	0%	6%	-2%
N#Cc1ccc(Oc2cccc(C(=O)O)c2)cc1C#N	9%	-3%	-0.9%	-0.9%	-5%	-6%	12%	-3.8%	0%	-2%	-3%
O=C1C2CCCN2C(c2ccc(F)cc2)N1c1nccs1 (configuration not stated)	-1%	4%	-3.5%	0.7%	-1%	-2%	-5%	0.7%	0%	-10%	-9%
CC(=O)NC(CCS(C)(=O)=O)C(=O)Nc1ccc2c(c1)OCCO2 (configuration not stated)	-3%	0%	0.4%	0.5%	-19%	-19%	12%	-3.0%	0%	-1%	2%
O=C(O)c1ccc(CS(=O)(=O)c2cccc(C(F)(F)F)c2)o1	.	-4%	-0.3%	-2.4%	-5%	-2%	3%	2.5%[0.369 µM]	0%	0%	-4%
Cc1nnc(SCc2ccc(Cl)cc2Cl)[nH]c1=O	-6%	-2%	-0.7%	4.2%	-1%	-5%	14%	-5.0%	0%	-2%	-16%
COC(=O)c1ccc2c(c1)NC(=O)C1CCCN21 (configuration not stated)	-5%	-8%[2.3 µM]	0.0%	16%	23%	.	7.9µM*	-0.7%	.	-11%	-16%
Cc1cccc2sc(NC(=O)CN(C)S(=O)(=O)c3ccc(Br)s3)nc12	0%	1%	-3.3%	-0.9%	?	28%	?	-0.7%	0%	9%	2%
CCOC(=O)c1c(C)nc2ccccn12	3%	-1%	-1.6%	-2.2%	?	8%	0%	2.0%	0%	-3%	-3%
CC(=O)Nc1nc(SCCCc2ccccc2)n[nH]1	-5%	0%	-1.4%	-0.7%	7%	5%	23%	3.6%[0.369 µM]	2%	-2%	-4%
COc1ccc(Cn2nnc(C(=O)Nc3ccc(F)cc3)c2N)cc1	-4%	-1%	0.1%	13%	2%	-4%	-1%	-0.5%	4%	2%	4%
Cc1nn(-c2ccccc2)nc1CNC(=O)C(C)Cc1ccccc1 (configuration not stated)	.	0%	-0.8%	-4.1%	-10%	.	5%	-0.5%	.	0%	-2%
CC(C)n1c(SCC(=O)N2c3ccccc3Sc3ccccc32)nc2c1c(=O)n(C)c(=O)n2C	5%	-4%	0.4%	-0.1%	1µM*	36%[activator]	-10%	-1.1%	0%	6%	-6%
